# Source: PubChem BioAssay
# FLuc act counter: affects firefly luciferase, flagging false hits in luciferase stimulation screens; P08659; ATPlite luciferase biochemical, luminescence, 10 min; 0 = ATP-free wells, 1 = DMSO control; activation factor at 10 µM; 200,000 tested, under 10 active; AID 1027;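 active = luciferase activation factor, scaled between plate controls, of at least 2 with compound at 10 µM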
# Target sequence (P08659 whole entry, looked up): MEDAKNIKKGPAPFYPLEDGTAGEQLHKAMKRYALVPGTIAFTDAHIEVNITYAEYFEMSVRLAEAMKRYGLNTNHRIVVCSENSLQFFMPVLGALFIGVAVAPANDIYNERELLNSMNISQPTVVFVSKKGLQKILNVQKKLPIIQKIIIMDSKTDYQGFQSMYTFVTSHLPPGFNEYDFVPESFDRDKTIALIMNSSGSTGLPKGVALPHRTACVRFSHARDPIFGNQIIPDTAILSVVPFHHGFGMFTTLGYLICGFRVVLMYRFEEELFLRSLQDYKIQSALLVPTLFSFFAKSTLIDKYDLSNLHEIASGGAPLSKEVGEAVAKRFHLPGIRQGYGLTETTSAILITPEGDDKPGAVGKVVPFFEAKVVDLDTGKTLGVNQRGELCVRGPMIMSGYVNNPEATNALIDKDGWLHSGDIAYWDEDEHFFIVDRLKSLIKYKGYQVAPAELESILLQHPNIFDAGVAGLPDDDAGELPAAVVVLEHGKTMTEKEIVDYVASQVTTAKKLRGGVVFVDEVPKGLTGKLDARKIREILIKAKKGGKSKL
#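 Assay system – cell-free luciferase reagent · Medium – PBS-based ATP solution · Dosing – test compounds dosed from 2 mM stocks in 100% DMSO · Timing – 10 min, room temperature · Technique – light output (luminescence) · Measure – luminescence gain marking luciferase activators · Controls – No-ATP low control, compound-free enzyme-plus-ATP high control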
# FLuc inh counter: counter-screen for luciferase assay inhibitors: firefly luciferase inhibition; inhibition, % at 10 µM; ATPLite firefly luciferase biochemical luminescence, 10 min; actives 1.5% (n = 200,000);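 active = inhibition above about 50% when tested at 10 µM, limit read from the data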
# STAT1 blocker: reduces IFN-gamma driven STAT1 reporter signal | actives 0.35% (n = 200,000) | NIH 3T3 STAT1-luciferase reporter, luminescence | AID 920 | inhibition, % at 5.5 µM;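 active = inhibition above a set limit, the mean inhibition across all tested compounds plus 3 SD, cut at about 34% in these data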;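 also: 0% = IFN-gamma with DMSO and 100% = IFN-gamma with 300 µM nifuroxazide; values of inactives mirror those of a sister screen read the other way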
# APP transl inh: APP translation inhibition; SH-SY5Y APP 5'UTR-luciferase reporter, luminescence; inhibition, % at 2 µM; actives 0.82% (n = 190,000); AID 1285;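 active = inhibition above a set limit, derived from the sample mean plus 3 SD, cut at about 45% in these data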; also: values of inactives mirror those of a sister screen read the other way
# APP 5'UTR act: activates APP 5'UTR luciferase reporter | actives 1% (n = 190,000) | activation, % at 2 µM | SH-SY5Y APP 5'UTR luciferase reporter, luminescence; zero percent = DMSO vehicle wells;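 active = activation above a set limit, based on mean plus 3 SD of controls, cut at about 140% in these data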; also: values of inactives mirror those of a sister screen read the other way
# ROMK mod: modulators of human ROMK potassium channel | Tet-inducible ROMK, thallium flux fluorescence; actives lie on both sides | B-score at 10 µM | actives 2% (n = 130,000);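 active = signal ratio slope over the read window, or its plate-corrected B-score, at least 3 SD from the plate mean, either direction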;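 also: B-score of the F/F0 ratio slope over 7 to 12 s after thallium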
# Target sequence (P48048 whole entry, looked up): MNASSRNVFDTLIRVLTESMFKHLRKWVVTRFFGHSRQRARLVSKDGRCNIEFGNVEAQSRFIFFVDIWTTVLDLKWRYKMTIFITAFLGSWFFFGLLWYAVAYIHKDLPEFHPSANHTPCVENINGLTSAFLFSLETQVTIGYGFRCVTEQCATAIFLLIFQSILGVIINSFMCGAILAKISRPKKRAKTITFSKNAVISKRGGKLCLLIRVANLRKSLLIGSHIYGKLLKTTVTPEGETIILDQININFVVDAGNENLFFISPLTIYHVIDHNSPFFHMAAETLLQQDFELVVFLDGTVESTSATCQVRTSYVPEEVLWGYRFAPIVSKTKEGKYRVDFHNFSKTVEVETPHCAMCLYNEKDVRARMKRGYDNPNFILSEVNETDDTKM
# NF-kB expr up: raises NF-kB expression in human neuronal cells | actives 1.6% (n = 190,000) | fold change at 12.5 µM | NF-kB reporter expression; hits give high values; in the data active = fold change above about 3.3
# STAT1 act: STAT1 signaling activation. NIH 3T3 STAT1-luciferase reporter, IFN-gamma, luminescence; 100% = IFN-gamma alone, no compound. activation (% of control), % at 5.5 µM. actives 2.6% (n = 200,000);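 active = activation above the screen-wide mean activation plus 3 SD, cut at about 130% in these data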;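 also: raw ratio to IFN-gamma control signal so 100% means no change and 0% no light; values of inactives mirror those of a sister screen read the other way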
# STAT3 act: increases IL-6 driven STAT3 reporter signal. U3A cells, IL-6 STAT3-luciferase reporter, luminescence; 100% = signal with IL-6 EC80 alone. activation (% of control), % at 5.6 µM. actives 0.91% (n = 190,000);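 active = activation above the screen-wide mean of compound activation plus 3 SD, cut at about 130% in these data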;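 also: 0% = background luminescence of wells with medium and substrate only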
#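 Test system: Human STAT1-deficient U3A cells with stable STAT3-luciferase reporter | Also added: Interleukin-6, 33 ng/mL | Timing: Compound pre-incubation 1 h before IL-6, then 6 h stimulation at 37 °C | Technique: Luciferase reporter luminescence | Read-out: Percent of IL-6-only median luminescence | Benchmarks: IL-6-only wells as 100% reference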
# STAT3 inh: inhibitors of IL-6 induced STAT3 signaling; U3A cells, IL-6 STAT3-luciferase reporter, luminescence; host cell line lacks STAT1; AID 862; inhibition, % at 5.5 µM; actives 0.89% (n = 190,000);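 active = inhibition above the mean inhibition across all screened compounds plus 3 SD, cut at about 44% in these data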;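 also: 0% = DMSO only wells and 100% = 100 µM nifuroxazide control wells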
# * = called active by the depositor; x = not tested or not shown.
1: CCn1c(SCC(=O)OCc2ccccc2)nc2c1c(=O)n(C)c(=O)n2C
2: Cc1nonc1NC(=O)CSc1nnc(-c2ccoc2C)n1C
3: CCOC(=O)C1=c2/c(=C/c3ccccc3OC)c(N)c(C#N)n2C(=O)C(c2ccccc2OC)S1 (configuration not stated)
4: CCOc1ccccc1N1CCN(Cc2ccco2)CC1
5: COc1cc(S(=O)(=O)N2CCOCC2)ccc1NC(=O)CSc1n[nH]c(=O)[nH]c1=O
6: COc1cc(OC)c(C2SCCCS2)cc1OC

assay / entry	1	2	3	4	5	6
FLuc act counter	1	1.1	1.1	1	1.1	1
FLuc inh counter	3	-7	-7	1	-6	-3
STAT1 blocker	6	9	-2	-6	-10	-13
APP transl inh	-12	1	6	-1	-28	-57
APP 5'UTR act	12	-1	-6	1	28	57
ROMK mod	x	0.18	0.77	1.7	-0.26	0.5
NF-kB expr up	0.99	1.4	1.1	1.2	1.1	1.1
STAT1 act	95	92	102	105	107	112
STAT3 act	101	97	98	92	93	109
STAT3 inh	8	7	2	15	11	-12

# Look-ups from above:
# STAT1 act with no. 1 stands at 95
# ROMK mod with no. 2 stands at 0.18

# More compounds.
7: CCCN1CCN(C(=O)CN2C(=O)CC(C)(C)S(=O)(=O)c3ccccc32)CC1
8: NC(=O)CC[C@@H]1NC(=O)[C@@H]2CCCN2C(=O)c2cc([N+](=O)[O-])cc(I)c2NCCC[C@@H](C(N)=O)NC1=O
9: COc1ccc(N(C)S(=O)(=O)c2c(C)noc2C)c(OC)c1
10: CCOC(=O)C1=CN(c2cccc(F)c2)C=C(C(=O)OCC)C1c1cc(OC)c(O)c([N+](=O)[O-])c1
11: CC(=O)Nc1ccc(NC(=O)COC(=O)c2ccco2)cc1
12: CCOc1ccc(NC(=O)Nc2cc(C)ccc2F)cc1

assay / entry	7	8	9	10	11	12
FLuc act counter	1	1	1	1	1	0.8
FLuc inh counter	-2	-4	0	0	-4	20
STAT1 blocker	5	-6	-3	-6	-2	-31
APP transl inh	-6	10	8	-5	19	-131
APP 5'UTR act	6	-10	-8	5	-19	131
ROMK mod	x	0.61	-0.56	x	0.68	x
NF-kB expr up	1.1	1.1	0.83	1	1.2	2.4
STAT1 act	96	105	101	106	102	129*
STAT3 act	95	92	101	105	105	95
STAT3 inh	8	7	1	4	3	7

13: CCCCC(O)(CCCC)C(=O)NNc1ccccc1
14: O=C(Nc1ccc(Cc2ccc(NC(=O)N3CCOCC3)cc2)cc1)N1CCOCC1
15: O=C(c1snnc1-c1ccccc1)N1CCOCC1
16: Cc1ccc(S(=O)(=O)N(C)C)cc1-n1c(SCC(=O)Nc2ccccc2)nc2ccccc2c1=O
17: CCCCC(=O)Nc1ccccc1C(=O)OCC(=O)c1ccc2c(c1)OCCO2
18: CCc1cc(-c2onc(C)c2-c2cscn2)c(O)cc1OC

assay / entry	13	14	15	16	17	18
FLuc act counter	1.1	1	1	1.1	0.3	1
FLuc inh counter	-10	-1	-4	-5	66*	2
STAT1 blocker	-8	-9	3	10	-36	0
APP transl inh	-1	-23	-16	14	-70	2
APP 5'UTR act	1	23	16	-14	70	-2
ROMK mod	-0.14	-0.27	1.6	-0.22	x	0.96
NF-kB expr up	1.2	1.1	1	0.61	0.84	0.95
STAT1 act	107	107	97	91	132*	100
STAT3 act	102	108	106	96	94	104
STAT3 inh	2	-5	3	3	3	-3

19: CCCCn1c(=N)n(CC(O)COc2ccccc2)c2ccccc21 (configuration not stated)
20: CC(C)n1c(-c2ccc(N(C)C)cc2)nc2ccccc21
21: CC1CCCC(C)N1C(=O)c1cccc2c1-c1ccccc1/C2=N/O (configuration not stated)
22: Cc1ccc(CN2CCN(C3CSCCSC3)CC2CCO)cc1 (configuration not stated)
23: O=C1N(Cc2cccc(Cl)c2)C[C@@H]2C[C@@H](c3cccc4ncccc34)N3CCC[C@@]123
24: Cc1ccc(C)c(Cn2c(=O)n(-c3ccc(CC(=O)NCc4ccco4)cc3)c(=O)c3sccc32)c1

assay / entry	19	20	21	22	23	24
FLuc act counter	1	0.6	1	1	1	1
FLuc inh counter	-2	42	-3	-1	-3	-3
STAT1 blocker	18	-29	3	4	18	1
APP transl inh	1	-170	6	2	18	6
APP 5'UTR act	-1	170*	-6	-2	-18	-6
ROMK mod	-3.7*	x	-1.8	-0.81	-2.7	x
NF-kB expr up	1.1	1.4	0.89	1.3	0.8	0.95
STAT1 act	84	126	97	95	83	99
STAT3 act	98	110	101	91	100	90
STAT3 inh	5	-7	0	15	6	17

# Sorted by value in STAT3 act (low to high): 3 of the compounds above.
No.	SMILES	STAT1 blocker	APP transl inh	APP 5'UTR act	ROMK mod	NF-kB expr up	STAT1 act	STAT3 act
17	CCCCC(=O)Nc1ccccc1C(=O)OCC(=O)c1ccc2c(c1)OCCO2	-36	-70	70	x	0.84	132*	94
23	O=C1N(Cc2cccc(Cl)c2)C[C@@H]2C[C@@H](c3cccc4ncccc34)N3CCC[C@@]123	18	18	-18	-2.7	0.8	83	100
15	O=C(c1snnc1-c1ccccc1)N1CCOCC1	3	-16	16	1.6	1	97	106

# Additional records
25: Cc1ccc(C(C(=O)NCc2ccco2)N(CC2CCCO2)C(=O)Cn2nnc3ccccc32)cc1 (configuration not stated)
26: Cc1ccc(SCCC(=O)N/N=C/c2ccncc2)cc1
27: COc1ccccc1OCC(=O)NCCSCc1ccccc1Cl
28: CCOC(=O)c1cc(NC(=O)c2ccoc2C)cc(C(=O)OCC)c1
29: C=CCSc1nnc(-c2c[nH]c3ccccc23)n1CCOC
30: CCN(CC(=O)Nc1ccc(C(C)=O)cc1)CC(=O)Nc1cccc(OC)c1

assay / entry	25	26	27	28	29	30
FLuc act counter	1	1	1	1	1	1.1
FLuc inh counter	2	-1	-1	2	-4	-11
STAT1 blocker	-1	2	-2	-2	-3	5
APP transl inh	-4	5	8	-8	-25	6
APP 5'UTR act	3	-5	-8	8	25	-6
ROMK mod	x	-0.64	x	-0.25	0.12	-0.7
NF-kB expr up	1.2	0.96	1.7	0.62	1.1	0.88
STAT1 act	101	98	102	96	103	95
STAT3 act	99	104	95	98	87	101
STAT3 inh	11	0	7	4	19	5

# Compounds 1 to 4, quoted:
1: CCn1c(SCC(=O)OCc2ccccc2)nc2c1c(=O)n(C)c(=O)n2C
2: Cc1nonc1NC(=O)CSc1nnc(-c2ccoc2C)n1C
3: CCOC(=O)C1=c2/c(=C/c3ccccc3OC)c(N)c(C#N)n2C(=O)C(c2ccccc2OC)S1 (configuration not stated)
4: CCOc1ccccc1N1CCN(Cc2ccco2)CC1

assay / entry	1	2	3	4
FLuc act counter	1	1.1	1.1	1
FLuc inh counter	3	-7	-7	1
STAT1 blocker	6	9	-2	-6
APP transl inh	-12	1	6	-1
APP 5'UTR act	12	-1	-6	1
ROMK mod	x	0.18	0.77	1.7
NF-kB expr up	0.99	1.4	1.1	1.2
STAT1 act	95	92	102	105
STAT3 act	101	97	98	92
STAT3 inh	8	7	2	15

# Remaining list, next part
31: O=C(Cc1ccccc1[N+](=O)[O-])NCc1ccncc1
32: CCCOC(=O)C1=C(C)NC2=C(C(=O)CC(C)(C)C2)C1c1ccc(N(C)C)cc1 (configuration not stated)
33: Cc1nc(C)c2c(=O)cc(-c3ccccc3)[nH]c2n1
34: Cc1ccccc1C(=O)NC(=S)NC1CCSC1=O (configuration not stated)
35: COc1cccc(C(=O)COC(=O)C(C)N2C(=O)C3C4C=CC(C4)C3C2=O)c1 (configuration not stated)
36: Cc1cccc(Nc2cc(C)c3c(O)cccc3n2)c1C

assay / entry	31	32	33	34	35	36
FLuc act counter	1.1	1.1	1	1.1	1	0.8
FLuc inh counter	-6	-5	-1	-5	4	24
STAT1 blocker	6	7	-8	7	-5	4
APP transl inh	-1	8	1	-13	7	-12
APP 5'UTR act	1	-8	-1	13	-7	12
ROMK mod	-0.09	-1.1	1.2*	-0.79	x	-0.71
NF-kB expr up	x	0.72	0.89	1.1	1.2	1.7
STAT1 act	95	94	113	93	104	97
STAT3 act	119	100	102	98	99	96
STAT3 inh	-15	2	1	2	2	4

37: COc1ccc(C2C(=O)N(C3CCCCC3)CC(=O)N2CC2COc3ccccc3O2)cc1 (configuration not stated)
38: CC(=O)Nc1ccc(S(=O)(=O)NC2(C(F)(F)F)NC(=O)N(c3ccccc3F)C2=O)cc1 (configuration not stated)
39: CC1(C)CC(=O)C2=C(C1)N(CC1CCCO1)C(=O)C2(NC(=O)c1cccnc1)C(F)(F)F (configuration not stated)
40: COC(=O)C(Sc1nc(C)cc(C)c1C#N)c1ccccc1 (configuration not stated)
41: CCCn1nnnc1SCC(=O)N1CCOCC1
42: COCCCn1cc(C(=O)c2cc(OC)ccc2OCC(=O)Nc2cc(C)on2)cc(C#N)c1=O

assay / entry	37	38	39	40	41	42
FLuc act counter	1.1	1.1	1.1	1.1	1.1	1
FLuc inh counter	-6	-6	-6	-8	-12	-4
STAT1 blocker	-9	-2	-14	1	-4	-8
APP transl inh	-9	-13	0	-25	-10	-12
APP 5'UTR act	9	13	0	25	10	11
ROMK mod	0.045	0.14	0.018	x	x	-0.051
NF-kB expr up	0.95	1.5	1.1	1.6	1.3	1
STAT1 act	108	100	113	99	104	107
STAT3 act	101	103	96	94	104	108
STAT3 inh	4	-1	9	17	-2	-9

43: Nc1nc2c(Cl)ccc(Cl)c2s1
44: CN(C)/C=C(/C(=O)c1ccccc1Cl)S(C)(=O)=O
45: COc1cc(NC2c3ncccc3C(=O)N2Cc2ccco2)cc(OC)c1OC (configuration not stated)
46: O=C(Nc1ccncc1)c1ccc(-c2ccccc2)cc1
47: CCCCN(CC)CCNC(=O)c1cc2c(C)nc3ccccc3c2o1
48: Clc1cccc(CSc2nccn2-c2ccccc2)c1

assay / entry	43	44	45	46	47	48
FLuc act counter	1.1	1.1	1.1	0.7	0.9	1
FLuc inh counter	-6	-6	-6	26	10	-4
STAT1 blocker	16	-2	3	15	4	2
APP transl inh	6	15	-3	-25	8	-4
APP 5'UTR act	-6	-15	3	25	-8	4
ROMK mod	-0.63	0.38	x	0.59	x	x
NF-kB expr up	1.2	1.3	1.3	1.4	0.83	1.3
STAT1 act	84	101	96	84	97	99
STAT3 act	65	92	92	31	100	99
STAT3 inh	46*	16	12	82*	6	2

49: O=C(NCCN1CCOCC1)C(=O)NCc1ccco1
50: CCc1cc2cc(C)cc(C)c2nc1SCC(=O)N1CCN(C(=O)c2ccco2)CC1
51: CCCOc1cc(C)c(S(=O)(=O)NCCOC)cc1C
52: Cc1ccc2c(c1)C(c1ccncc1)=NNC(c1ccc(F)cc1)=N2
53: O=C(O)c1ccc(CNC(=O)c2ccccc2NC(=O)c2cccc([N+](=O)[O-])c2)cc1
54: Cc1cccc(C(=O)NC(=S)N2CCN(C(=S)NC(=O)c3cccc(C)c3)CC2)c1
55: Cc1ccc(-c2nnc(SCC(=O)Nc3ccccc3F)o2)cc1

assay / entry	49	50	51	52	53	54	55
FLuc act counter	1	1	1.1	1	1	1.1	1
FLuc inh counter	-4	-4	-5	-1	-4	-7	-2
STAT1 blocker	-4	5	3	-5	3	-6	-22
APP transl inh	-12	-15	7	10	-4	4	36
APP 5'UTR act	12	15	-7	-10	4	-4	-36
ROMK mod	0.17	0.017	x	-0.22	x	1.4	x
NF-kB expr up	1.2	0.71	0.84	1.7	1	0.9	1.4
STAT1 act	103	96	97	105	96	105	120
STAT3 act	105	104	95	98	101	96	59
STAT3 inh	2	5	10	10	2	5	56*
